# Assay outcomes (PubChem)
# M. tuberculosis: growth inhibition of non-replicating M. tuberculosis (AID 488890); Mycobacterium tuberculosis non-replicating, growth inhibition; higher % means a stronger effect; inhibition, % at 25 µM; hits with a dose series show IC50 in µM; 320,000 tested, 0.39% active; in the data active = a potency from the dose series; inconclusive = inhibition mostly from about 82% at the one dose, without a potency; inactive = the rest, 99 in 100 with inhibition below about 76%;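 also: plate controls were DMSO cells for no effect and high antibiotic wells for full effect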
# M. tuberculosis HTS: M. tuberculosis growth inhibition, HTS (AID 449762). 330,000 tested, 0.59% active. inhibition, % at 25 µM, or IC50 in µM where a hit was titrated. M. tuberculosis H37Rv growth inhibition, 7H9 media; higher % means a stronger effect; in the data active = a potency from the dose series; inconclusive = inhibition above about 70% without an active follow-up result;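 also: bacterial growth assessed after seven days of incubation; strong numbers were not always called active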
# VEEV TC-83 Vero: inhibitors of VEEV TC-83 cytopathic effect, confirmation, Vero cells (AID 588727). 350,000 tested, 0.13% active. Vero cells, VEEV TC-83 cytopathic effect inhibition; higher % means a stronger effect. inhibition, % at 20 µM, or IC50 in µM where a hit was titrated; in the data active = a potency from the dose series; inconclusive = inhibition mostly from about 14% at the one dose, without a potency; inactive = the rest, 99 in 100 with inhibition below about 12%; also: strong numbers were not always called active
# influenza NS1A: H1N1 influenza NS1A inhibitors, functional cell based assay (AID 504329); NS1A functional cell-based assay, percent inhibition; higher % means a stronger effect; inhibition, % at 12.5 µM; hits with a dose series show IC50 in µM; 340,000 tested, 0.3% active; in the data active = a potency from the dose series; inconclusive = inhibition above about 27% without an active follow-up result; also: strong numbers were not always called active
# Salmonella PhoP GFP: Inhibition of PhoP regulon, Salmonella typhi GFP reporter cells, confirmation, 4 h (AID 1850). Salmonella Typhi PhoP-promoter GFP reporter, fluorescence, 4 h; higher % means a stronger effect. one-dose inhibition, % at 50 µM; IC50 in µM for titrated hits. 310,000 tested, 0.33% active; in the data active = a potency from the dose series; inconclusive = inhibition mostly from about 25% at the one dose, without a potency; inactive = the rest, 99 in 100 with inhibition below about 19%;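 also: 0% = induced wells with vehicle and 100% = uninduced wells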
# VEEV TC-83 Vero 10K pilot screen: also measured in VEEV TC-83 Vero; calls as there; inhibition, %; measured here: 10K pilot screen inhibition
# Numbers without * were called inactive; i = inactive; u = inconclusive; x = not tested or not shown.
SMILES,M. tuberculosis,M. tuberculosis HTS,VEEV TC-83 Vero,influenza NS1A,Salmonella PhoP GFP,others
O=C(COC(=O)c1cc[n+]([O-])cc1)Nc1ccc2c(c1)OCCO2,-5%,-1%,0.3%,17%,-3%,
CCOC(=O)C1(CC2CCCCO2)CCN(S(=O)(=O)c2ccc(C)s2)CC1 (stereo not given),21%,-2%,1.8%,-10%,2%,
CCC1(c2ccccc2)NC(=O)N(CC(=O)N(C)CC(=O)Nc2cccc(F)c2)C1=O (stereo not given),-4%,-8%,6.6%,-9%,-2%,
O=C(CN1C(=O)CCOc2ccccc21)Nc1cccc(S(=O)(=O)N2CCOCC2)c1,8%,-10%,1.4%,-11%,x,
CCOc1ccc(N=Cc2c(O)n(-c3cccc(C)n3)c(=O)c3ccccc23)cc1,21%,u,9.6%,5%,-1%,
Cc1ccc(CNC(=O)c2cc(Cl)cc(Cl)c2)n1C,4%,6%,i,-4%,-4%,
COc1ccc(S(=O)(=O)Nc2ccc(Cc3ccncc3)cc2)cc1OC,-6%,-4%,1.2%,5%,1%,
C=C1CCN(C(C(=O)OC)C(C)C)S(=O)(=O)c2ccc(F)cc21 (stereo not given),2%,-1%,i,10%,-4%,
CCCCn1c(N)c(N(CC)C(=O)CSCc2ccc(C)cc2)c(=O)[nH]c1=O,3%,0%,2.6%,-13%,1%,
CC(C)C(=O)N[C@@H]1c2ccccc2CC[C@H]1OCc1ccccc1,x,x,0.3%,15%,x,
COc1ccc2[nH]c(C(=O)N/N=C/c3ccccc3OC)cc2c1,36%,-7%,1.7%,23%,3%,
Cc1c(-c2ccc(Cl)cc2)[n+](=O)c2c(n1[O-])CCCC2,-4%,-9%,0.9%,-18%,0%,

# Continued (four carried over from the part before).
SMILES,M. tuberculosis,M. tuberculosis HTS,VEEV TC-83 Vero,influenza NS1A,Salmonella PhoP GFP,others
CCCCn1c(N)c(N(CC)C(=O)CSCc2ccc(C)cc2)c(=O)[nH]c1=O,3%,0%,2.6%,-13%,1%,
CC(C)C(=O)N[C@@H]1c2ccccc2CC[C@H]1OCc1ccccc1,x,x,0.3%,15%,x,
COc1ccc2[nH]c(C(=O)N/N=C/c3ccccc3OC)cc2c1,36%,-7%,1.7%,23%,3%,
Cc1c(-c2ccc(Cl)cc2)[n+](=O)c2c(n1[O-])CCCC2,-4%,-9%,0.9%,-18%,0%,
CCOC(=O)CN(c1ccccn1)S(=O)(=O)c1ccccc1,-7%,-6%,i,2%,3%,
CN(CCC#N)C(=O)c1cc2c(s1)-c1ccccc1SC2,8%,5%,4.3%,-2%,2%,
CCOC(=O)c1cnc2nc(C)nn2c1N,-4%,-5%,1.6%,0%,2%,
CCC(=O)Nc1ccc(N/C(N)=N/c2nc(C)cc(C)n2)cc1,-5%,0%,i,3%,-9%,
Cc1ccc(CSc2[nH]c(=O)ncc2C)cc1,10%,0%,3.3%,-3%,-3%,
O=C(N/N=C/c1ccc(Br)cc1)c1ccc(NC(=O)c2ccccc2)cc1,x,x,0.8%,-7%,x,
CC1CSc2n(-c3cccc(C(F)(F)F)c3)cc(-c3ccccc3)[n+]21 (stereo not given),28%,2%,1.5%,11%,2%,
COC(=O)c1ccc(CSc2nc3ccccc3c(=O)n2-c2cccc(OC)c2)o1,7%,-5%,2.6%,4%,-7%,
O=C(COC(=O)c1ccccc1O)Nc1ccc2ccccc2c1,60%,-12%,1.9%,0%,x,
Cc1nc(N)sc1-c1csc(NCc2ccccc2)n1,22%,4%,4.5%,11%,-14%,
CC(C)C(NS(=O)(=O)/C=C/c1ccccc1)C(=O)NCc1ccc(F)cc1 (stereo not given),14%,8%,1.7%,4%,10%,
CCN(CC)C(=O)c1c([N+](=O)[O-])c(C(C)(C)C)nn1C,4%,-1%,0.9%,-7%,-7%,
COCCNC(=S)N/N=C/c1ccc(OCc2ccc(C(=O)OC)cc2)cc1,52%,-4%,i,0%,-9%,
COc1cc(OC)cc(C(=O)NNC(=O)c2ccccn2)c1,i,u,6.2%,8%,-11%,
CC(C)c1ccc(S(=O)(=O)N2CCN(C(=O)CCNC(=O)Nc3ccccc3)CC2)cc1,21%,-1%,1.8%,-11%,x,
CC(=O)c1ccc(OCC(O)CN2CCN(c3ccccn3)CC2)cc1 (stereo not given),-16%,-2%,x,x,-11%,
COc1ccc(CN(C(=O)CCC(=O)Nc2cc(C)on2)C(C(=O)NC(C)(C)C)c2cccc(OC)c2OC)cc1 (stereo not given),11%,4%,i,-2%,-17%,
Cc1ccc(S(=O)(=O)N(C)CC(=O)NCC(c2ccc(F)cc2)N2CCOCC2)cc1 (stereo not given),-18%,-6%,i,-4%,x,
COc1ccc(NC(=O)CSc2nnc(CNC(=O)COc3ccc(Cl)cc3)o2)c(OC)c1,-3%,-6%,0.1%,5%,-4%,VEEV TC-83 Vero 10K pilot screen=1.2
O=c1ccc2cc(S(=O)(=O)Nc3ccc(F)cc3)ccc2o1,-2%,-6%,1.4%,-2%,14%,
c1ccc2c(-c3nc(-c4ccncc4)no3)cccc2c1,x,x,i,-17%,-5%,
COc1ccc(Br)cc1CN(C)C(=O)Cc1ccc(OC)c(S(=O)(=O)N2CCOCC2)c1,14%,-1%,0.4%,-12%,x,
CC(C)CCn1c(C(C)O)nc2ccccc21 (stereo not given),0%,3%,0.3%,-4%,-22%,
CC(=O)N=c1sccn1CC(O)c1ccccc1 (stereo not given),-13%,6%,1.4%,-1%,-2%,
COc1cc(C2c3[nH]c4ccccc4c3C[C@H]3C(=O)N(CCO)CC(=O)N23)cc(OC)c1OC (stereo not given in full),-4%,2%,0.2%,-7%,-8%,
O=C1OC(c2ccccc2)(c2cc(Br)ccc2O)c2ccccc21 (stereo not given),x,x,13%,-13%,x,
CC1CCCCC1NC(=O)CCNS(=O)(=O)c1ccc(Cl)cc1 (stereo not given),15%,7%,i,1%,9%,
COc1cc(NC(=O)C(C)C)ccc1NC(=O)c1ccco1,4%,41%,0.8%,5%,8%,
CCN1CCN(Cc2ccc(NC(=O)Nc3ccccc3Cl)cc2)CC1,x,0%,i,-2%,-6%,
c1ccc(N=Nc2ccc3cccccc2-3)cc1,53%,17%,13%,11µM*,-2%,
O=C(CSc1ccc(-c2ccc(Br)cc2)nn1)NC1CCCC1,9%,-4%,0.6%,18%,1%,
CCOC(=O)c1c(NC(=O)COC(=O)CCOc2ccc(C)cc2)sc(C(=O)N(C)C)c1C,11%,47%,0.5%,-11%,-7%,
Cc1ccc(S(=O)(=O)N2CCOCC2)cc1C(=O)N1CCN(S(=O)(=O)c2cccc(F)c2)CC1,7%,12%,2.1%,-4%,x,
COc1ccc(CNCCC(c2ccc(OC(C)C)cc2)c2ccccc2OC)cc1OC (stereo not given),73%,u,2.8%,12%,-3%,
C=CCN(c1ccc(C(=O)Nc2ccc3c(c2)n(C)c(=O)n3C)cc1)S(C)(=O)=O,-18%,6%,i,1%,-6%,
O=C(Cn1nc(-c2ccco2)ccc1=O)Nc1ccc(Cl)c(Cl)c1,23%,-2%,i,2%,-4%,

# 3 structures already listed, ordered by molecular weight, falling:
SMILES,M. tuberculosis,M. tuberculosis HTS,VEEV TC-83 Vero,influenza NS1A,Salmonella PhoP GFP,others
Cc1ccc(S(=O)(=O)N2CCOCC2)cc1C(=O)N1CCN(S(=O)(=O)c2cccc(F)c2)CC1,7%,12%,2.1%,-4%,x,
C=CCN(c1ccc(C(=O)Nc2ccc3c(c2)n(C)c(=O)n3C)cc1)S(C)(=O)=O,-18%,6%,i,1%,-6%,
O=C1OC(c2ccccc2)(c2cc(Br)ccc2O)c2ccccc21 (stereo not given),x,x,13%,-13%,x,

# Reprinted from above for reference:
SMILES,M. tuberculosis,M. tuberculosis HTS,VEEV TC-83 Vero,influenza NS1A,Salmonella PhoP GFP,others
Cc1ccc(S(=O)(=O)N2CCOCC2)cc1C(=O)N1CCN(S(=O)(=O)c2cccc(F)c2)CC1,7%,12%,2.1%,-4%,x,
COc1ccc(CNCCC(c2ccc(OC(C)C)cc2)c2ccccc2OC)cc1OC (stereo not given),73%,u,2.8%,12%,-3%,
C=CCN(c1ccc(C(=O)Nc2ccc3c(c2)n(C)c(=O)n3C)cc1)S(C)(=O)=O,-18%,6%,i,1%,-6%,
O=C(Cn1nc(-c2ccco2)ccc1=O)Nc1ccc(Cl)c(Cl)c1,23%,-2%,i,2%,-4%,

# (continued)
SMILES,M. tuberculosis,M. tuberculosis HTS,VEEV TC-83 Vero,influenza NS1A,Salmonella PhoP GFP,others
O=C(CCc1nc2ccccc2c(=O)[nH]1)OCCOc1ccc(Cl)cc1,60%,10%,1.3%,-8%,-1%,
O=C(CS(=O)(=O)c1ccc(F)cc1)Nc1nccs1,3%,-4%,2.3%,-6%,3%,
COc1ccc(NC(=O)NC2CCCCC2C)cc1 (stereo not given),8%,7%,i,-10%,-6%,
O=C(COC(=O)c1ccccc1)Nc1cccc(S(=O)(=O)N2CCOCC2)c1,-10%,-8%,i,-8%,0%,
Cc1[nH]c(=S)sc1Cc1ccc(Cl)c(Cl)c1,-8%,-20%,x,x,-6%,
COc1ccc(-n2c(/C=C3\C(=O)N(C)c4ccccc43)nc3ccccc3c2=O)cc1,1%,3%,9.2%,3%,17%,
O=C(O)C1CCCCC1C(=O)Nc1ccc(Cl)cc1 (stereo not given),-4%,-2%,3.8%,8%,-3%,
CCOC(=O)c1c(=O)n(O)c2ccc(C)cc2[n+]1[O-],19%,-7%,1.3%,-2%,-7%,
O=C(CCCc1c[nH]c2ccccc12)N1CCN(c2ccc(N3CCOCC3)nn2)CC1,x,-7%,0.7%,-7%,x,
O=C(CSCC(=O)Nc1ccccc1)N/N=C/c1c(O)ccc2ccccc12,30%,44%,2.3%,3%,u,
S=C(N/N=C/c1cccs1)NC1CC2CCC1C2 (stereo not given),u,u,3.9%,x,4%,
Cc1cccc(COc2ccc(S(=O)(=O)N3CCOCC3)cc2[N+](=O)[O-])c1,x,x,2.6%,-5%,x,
O=C(CCNC(=O)N1CC(=O)Nc2ccccc21)Nc1ccc(F)c(Cl)c1,11%,2%,0.5%,0%,4%,
Cc1noc(NS(=O)(=O)c2ccc(NC(=O)CCN3C(=O)c4ccccc4C3=O)cc2)c1C,-8%,-1%,0.6%,-5%,-4%,
COc1cccc(CNC(=O)CCCC(=O)NC(C)CCc2ccccc2)c1 (stereo not given),u,6%,i,1%,-6%,
Clc1ccc(C2=NN=C3COc4ccccc4N3C2)cc1,24%,-3%,1.0%,4%,1%,
Cc1csc(NC(=O)CCC(=O)N(CC(=O)NC2CCCC2)Cc2ccco2)n1,1%,5%,3.6%,11%,-13%,
O=C(O)COc1ccc2nsnc2c1Cl,-3%,4%,2.6%,-2%,-2%,
CC(=O)Nc1cccc(NC(=O)c2oc3ccccc3c2C)c1,16%,-5%,x,x,-1%,
CN1CCN(CCc2nc3cc(NC(=O)COc4ccc([N+](=O)[O-])cc4)ccc3n2C)CC1,33%,1%,i,-1%,9%,
Cc1nonc1NC(=O)c1oc2ccccc2c1C,12%,5%,0.5%,0%,1%,
CCNC(=O)NC(=O)C(C)OC(=O)C1CCN(S(=O)(=O)c2ccc(C)c(C)c2)CC1 (stereo not given),-2%,-3%,i,-3%,2%,
Cc1nnc(SCC(=O)NNC(=O)COc2ccc(Cl)cc2)s1,-8%,-1%,0.1%,-4%,-3%,
COc1ccc(CCNC(=O)CSc2cc(=O)[nH]c(N)n2)cc1OC,-1%,3%,0.3%,-6%,1%,
Cc1ccccc1OP(N)(=O)Oc1ccccc1C,33%,6%,0.1%,-2%,2%,
OCCN1C2CCC1CC(O)(c1ccc(F)cc1)C2 (stereo not given),-9%,0%,2.9%,-23%,0%,
CC(NS(=O)(=O)c1ccc(Cl)cc1)C(=O)OCC(=O)Nc1ccc(N(C)C)cc1 (stereo not given),x,x,1.2%,6%,x,
Cc1cccc(C)c1NC(=O)NC1(C(=O)NCC2CCCO2)CCCCC1 (stereo not given),2%,-2%,i,-19%,-2%,
O=C(CSc1ccc(-c2ccccn2)nn1)Nc1cccc(F)c1,u,u,0.2%,-1%,2%,
S=C(Nc1ccccc1)Nc1ccccc1Br,67%,-1%,0.2%,-4%,6%,
CCc1ccccc1N(CC(=O)N1CCCCC1)S(=O)(=O)c1ccccc1,3%,-2%,i,-5%,5%,

# Of the compounds above, these have a COOH group:
SMILES,M. tuberculosis,M. tuberculosis HTS,VEEV TC-83 Vero,influenza NS1A,Salmonella PhoP GFP,others
O=C(O)C1CCCCC1C(=O)Nc1ccc(Cl)cc1 (stereo not given),-4%,-2%,3.8%,8%,-3%,
O=C(O)COc1ccc2nsnc2c1Cl,-3%,4%,2.6%,-2%,-2%,
